# LEDGF integ inh – blocks HIV-1 LEDGF/p75-dependent DNA integration; TR-FRET IN-LEDGF/p75 DNA integration, Eu/Cy5; inhibition, % at 3.7 µM; 0.64% of 370,000 active; AID 743269;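 active = inhibition above the screen-wide mean plus 3 SD, cut at about 13% in these data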;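 also: signal is the Cy5 over europium emission ratio at 671 and 618 nm; 0% = plate median of compound wells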
# PRMT1 FP inh – PRMT1 (human) inhibition, primary screen; Q99873; recombinant PRMT1, activity-based probe fluorescence polarization; inhibition, % at 2.79 µM; 1.3% of 370,000 active; AID 652257;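 active = inhibition above about 21% made by adding two undisclosed values, limit read from the data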
# TDP2 inh – blocks human TDP2 phosphodiesterase activity. O95551. inhibition, % at 12.8 µM. recombinant TDP2, T5PNP hydrolysis, p-nitrophenol absorbance 415 nm. 0.34% of 370,000 active;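 active = inhibition above the mean of all tested compounds plus 3 SD, set per campaign, cut at about 25% in these data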;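 also: 0% = DMSO with enzyme and 100% = buffer with substrate but no TDP2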
# Target sequence (O95551 whole entry, looked up): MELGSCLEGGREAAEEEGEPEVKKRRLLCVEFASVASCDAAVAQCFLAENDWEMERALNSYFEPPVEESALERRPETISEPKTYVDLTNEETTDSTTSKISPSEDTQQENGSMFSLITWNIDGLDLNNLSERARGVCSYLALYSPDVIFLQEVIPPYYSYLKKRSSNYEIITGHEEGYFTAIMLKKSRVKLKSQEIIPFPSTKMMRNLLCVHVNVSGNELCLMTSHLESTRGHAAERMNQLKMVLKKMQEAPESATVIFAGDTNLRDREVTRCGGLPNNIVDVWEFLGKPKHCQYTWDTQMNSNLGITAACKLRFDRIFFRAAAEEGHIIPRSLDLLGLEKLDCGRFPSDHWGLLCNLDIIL
#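 Test system: Human TDP2 enzyme | Reagent: 5 mM T5PNP | Compound dosing: 12.8 µM single point, 1% DMSO | Incubation: Enzyme reaction with compound for 2 h at 37 °C | Technique: p-Nitrophenol epi absorbance | Read-out: % inhibition relative to enzyme-containing and enzyme-free wells | Benchmarks: High control without enzyme, low control DMSO plus TDP2 | Replicates: Singlicate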
# mABHD4 FP – inhibitors of mouse ABHD4 | inhibition, % at 8.92 µM | Q8VD66 | purified mABHD4, FP-Rh probe fluorescence polarization | 0.54% of 370,000 active;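 active = inhibition exceeding the mean over every tested compound plus 3 SD, cut at about 30% in these data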;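 also: 0% = plate median of compound wells and 100% = S159A mutant with DMSO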
#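 System: mouse ABHD4 enzyme, wild type / Medium: HEPES pH 7.0, NaCl, Pluronic buffer / Reagent: FP-Rh activity-based fluorescent probe / Control set: S159A mutant high control, sample median low control / Detection: fluorescence polarization with parallel and perpendicular emission, 525/598 nm / Schedule: 45 min + 60 min at 25 °C / Compound dosing: 8.92 µM, single dose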
# NR1D1 modulator – modulates human Rev-erb alpha binding to DNA; P20393; Rev-erbα–FITC-DNA binding, fluorescence polarization, 90 min; activity, % at 10 µM; 0.79% of 370,000 active;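 active = activity above about 14%, limit read from the data; passing the limit was not always enough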;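 also: 0% = DMSO wells with 35 nM protein and 100% = DMSO wells with 750 nM protein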
# TCR-CD3 inh – human TCR-CD3 binding inhibition. 0.37% of 360,000 active. TAMRA-labeled TCR probe fluorescence, biochemical. inhibition, % at 9.4 µM. AID 651800; in the data active = inhibition above about 19%;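 also: recombinant mutant TCR 2C K166C tagged with TAMRA read by polarization; 0% = receptor in buffer alone and 100% = receptor with positive control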
# SIAE primary – human SIAE inhibition, primary screen | Q9HAT2 | SIAE FP-Rh probe binding, fluorescence polarization | inhibition, % at 9.66 µM | 0.69% of 370,000 active;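 active = inhibition above a cutoff: mean of compounds within the control limits plus 3 SD of those, cut at about 17% in these data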;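 also: 0% = plate median of compound wells and 100% = probe without SIAE protein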
# PG9 binder – PG9 antibody binding by small molecule | TR-FRET gp120-PG9 antibody binding | inhibition, % at 6.7 µM | 0.43% of 360,000 active | AID 624416; in the data active = inhibition above about 8.5%
# HTRA1 inh – inhibitors of human serine peptidase HTRA1 | recombinant HTRA1, FP-rhodamine activity-based probe, fluorescence polarization | inhibition, % at 5.96 µM | 0.5% of 340,000 active | Q92743; in the data active = inhibition above about 36%;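 also: 0% = enzyme with DMSO and 100% = wells lacking enzyme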
# Target sequence (Q92743 whole entry, looked up): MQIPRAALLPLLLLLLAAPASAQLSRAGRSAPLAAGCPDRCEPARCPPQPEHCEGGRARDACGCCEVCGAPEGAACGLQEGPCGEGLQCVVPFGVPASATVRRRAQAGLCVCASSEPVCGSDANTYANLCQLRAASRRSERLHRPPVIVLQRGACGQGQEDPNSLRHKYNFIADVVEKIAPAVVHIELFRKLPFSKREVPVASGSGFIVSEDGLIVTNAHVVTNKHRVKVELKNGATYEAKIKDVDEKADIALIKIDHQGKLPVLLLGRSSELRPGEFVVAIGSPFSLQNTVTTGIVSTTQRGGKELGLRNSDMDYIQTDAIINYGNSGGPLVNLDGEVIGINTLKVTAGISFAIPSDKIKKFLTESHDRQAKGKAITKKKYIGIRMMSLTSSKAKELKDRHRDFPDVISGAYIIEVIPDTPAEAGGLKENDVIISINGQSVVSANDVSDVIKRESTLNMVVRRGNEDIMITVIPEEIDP
# rCAG RNA binder – r(CAG) repeat RNA binding; inhibition, % at 3 µM; 1.3% of 370,000 active; TO-PRO-1 dye displacement fluorescence;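 active = inhibition above the plate cutoff, the mean of all test compounds on that plate plus 3 SD, cut at about 35% in these data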;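 also: 0% = DMSO alone and 100% = 100 µM mitoxantrone as full dye displacement; higher means more dye released from RNA so lower well fluorescence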
# The depositor's hits bear a star; . = no result given.
# The first 2 compounds, to show the layout:
structure	LEDGF integ inh	PRMT1 FP inh	TDP2 inh	mABHD4 FP	NR1D1 modulator	TCR-CD3 inh	SIAE primary	PG9 binder	HTRA1 inh	rCAG RNA binder
CC(C)C[C@H]1CN=C(N(C)C)N1CCCCc1ccccc1	0	2	-12	-2	-2	3	6	0.3	3	-2
CCOc1ccc(CN(C)CC(=O)Nc2cccc(C)c2)cc1OC	-3	-3	-9	2	-2	7	-2	5.9	8	-8

# The listing, from the first entry:
structure	LEDGF integ inh	PRMT1 FP inh	TDP2 inh	mABHD4 FP	NR1D1 modulator	TCR-CD3 inh	SIAE primary	PG9 binder	HTRA1 inh	rCAG RNA binder
CC(C)C[C@H]1CN=C(N(C)C)N1CCCCc1ccccc1	0	2	-12	-2	-2	3	6	0.3	3	-2
CCOc1ccc(CN(C)CC(=O)Nc2cccc(C)c2)cc1OC	-3	-3	-9	2	-2	7	-2	5.9	8	-8
Nc1c(Cl)cc(NC(=O)c2ccccc2C(=O)O)cc1Br	1	2	0	12	-4	7	5	-4.5	4	4
NC(=O)c1ccc(NC(=O)c2ccc3c(c2)OCO3)cc1	0	7	8	-13	-4	8	2	-0.5	-4	1
Cc1cc(C)cc(Nc2nc3c(S(=O)(=O)c4ccccc4)nnn3c3ccccc23)c1	-4	-2	3	0	52*	11	2	-1.1	-1	2
Cc1cc(C)n(C(=O)/C=C/c2cccs2)n1	4	-2	1	-3	-2	3	-2	-3.2	6	-2
O=C(CSCc1cc(=O)n2nc(C3CC3)sc2n1)Nc1ccccc1Cl	-2	2	-5	4	0	2	2	-1.8	4	-5
CCNC(=O)C1CC(=O)N(CCCc2ccccc2)C(=Nc2ccccc2)S1 (stereo not given)	-2	-1	19	-1	5	2	3	0.7	7	-3
COc1ccc(-c2nnc(-c3cc4ccccc4oc3=O)o2)cc1	8	-2	-24	-8	24*	-2	-5	-0.1	2	10
CCOc1ccc(C(CN2CCOCC2)C(C)=O)cc1OC (stereo not given)	3	1	-6	8	-3	-3	3	-0.7	.	2
CCOc1c(Br)cc(/C=C2\C(=O)N(CCC#N)N=C2C)cc1OC	36*	3	60*	-11	6	0	-2	-2.3	5	16
CCc1ccc(N2Cc3ccccc3C2)cc1	0	2	-25	-9	-7	4	-3	-2.7	-9	13
CCOC(=O)[C@@]12CCC3=C1N(CCC3)C(=O)[C@H](CC(=O)NCCc1ccccc1OC)C2	-6	4	2	2	0	.	4	.	.	-1
COc1ccc(NC(C)=O)cc1S(=O)(=O)Nc1ccc(OCc2ccccc2)cc1	1	-1	9	-14	-6	-5	-3	0.2	-24	4
Cc1cc(C)cc(N(CC(=O)N2CCC(C)CC2)S(=O)(=O)c2ccccc2)c1	-3	2	-3	-2	5	-4	-8	1.5	-7	-9
CC(C)c1ccc(O)c(NC(=O)c2ncn[nH]2)c1	-2	1	3	14	1	-2	-2	-0.3	4	0
Cc1nnc(SCc2nnc(-c3cccs3)o2)n1C	1	-5	-14	6	-3	8	14	-2.2	3	-3
O=C(O)c1ccc2c(=O)[nH]c(CN3CCOCC3)nc2c1	3	1	3	-2	2	1	1	0.7	-1	2
Cc1nn(C)cc1CNC(=O)c1cnn2c(C(F)F)cc(C3CC3)nc12	0	-2	0	-5	-4	-8	5	-0.5	2	-5
CC(C)NC(=O)Nc1ccc2c(c1)C(=O)N([C@H](C)CO)C[C@@H](C)[C@@H](CN(C)C(=O)NC1CCCCC1)O2	-2	-3	5	2	0	6	10	-1.3	-3	-10
COc1cc(C(C)=O)ccc1OCC(=O)N1CCC(Cc2ccccc2)CC1	4	-4	1	4	-6	0	-3	2.1	5	1
Cc1cc(OCc2cc(C(=O)N(C)CC3CCOCC3)no2)cc(C)c1Cl	-1	0	4	-6	0	8	2	-1.0	-9	-4
CN1/C(=C\C=C(/C#N)C(=O)Nc2ccc(Cl)cc2)C(C)(C)c2ccccc21	0	1	-7	-3	-4	13	-7	-1.6	-2	-1
CC(C)C[C@H]1CN([C@@H](CC(C)C)CN2CCC[C@@H]2CN2C(=S)NC[C@@H]2Cc2ccc(O)cc2)C(=S)N1CC1CCCCC1	1	-3	-7	-6	3	-4	-11	-1.2	.	4
CCOC(=O)N1CCC(NC(=O)c2cc(S(=O)(=O)N3CCCCC3)ccc2F)CC1	0	-3	9	0	6	5	5	0.4	10	-8
Cc1cc(C)cc(C(=O)N(c2ccccn2)C(C)c2ccco2)c1 (stereo not given)	-2	5	-7	0	6	-9	-1	-1.2	1	-6
O=C(Nc1ccccc1N1CCCC1)c1cc(=O)[nH]c2ccccc12	1	1	3	-1	0	7	-2	-5.9	-4	1
CC(C)COC(=O)C(N)C(C(=O)OCC(C)C)c1ccccc1 (stereo not given)	-3	1	-8	4	5	4	-1	-1.5	-3	-4
O=C(NCc1ccc(F)cc1)C(=O)NCC1OCCN1C(=O)c1cccs1 (stereo not given)	1	1	0	8	-7	-4	3	1.3	5	-3
C=CCNC(=O)c1ccc(OC2CCN(S(=O)(=O)N(C)C)CC2)cc1	-8	2	-11	1	10	3	-1	0.3	4	1
O=C(CS(=O)(=O)c1ccc(F)cc1)NCc1ccccc1	0	0	3	-3	-6	-4	-3	2.1	-8	0
CCCN1C(=O)C2(SC(NC(C)=O)=NN2C(C)=O)c2cc(C)cc(C)c21 (stereo not given)	-4	2	-2	2	0	2	-7	0.9	2	-3
O=C(c1cc2nc(-c3ccco3)cc(C(F)(F)F)n2n1)N1CCN(Cc2ccccc2)CC1	1	-2	7	3	1	-10	1	-0.4	-13	-6
COc1ccc(-c2onc(C)c2-c2cscn2)c(O)c1	5	-1	1	-7	-3	1	4	-0.7	-14	-2
O=C(NCC(c1cccs1)N1CCc2ccccc21)c1ccccc1 (stereo not given)	1	-2	9	0	3	-4	6	-1.3	2	-2
CCOC(=O)c1ccc(NC(=S)Nc2ccc(C)cc2)cc1	-1	2	12	-2	0	1	2	-0.7	6	0
O=C(/C=N/O)NCCCN1CCOCC1	1	2	7	0	-4	-3	1	2.2	8	0
O=C(CNC(=O)c1cccc(OC(F)F)c1)OCn1nnc2ccccc2c1=O	-1	-1	-6	0	-7	14	-1	1.3	2	-3
Cc1sc2nc(CN3CCOCC3)[nH]c(=O)c2c1-c1ccccc1	-2	4	0	2	-4	-2	-4	-0.9	0	-7
COc1ccc2oc(C(=O)N(C)CCOc3ccc(Cl)cc3)c(C)c2c1	2	1	-7	-12	-7	-2	-5	1.1	-26	-5
CCOC(=O)c1cnc2ccc(C)cc2c1Nc1ccc(N2CCOCC2)cc1	-1	-3	2	3	5	3	12	-1.4	0	-6
CCOC(=O)C1CCCN(S(=O)(=O)c2cc(OCC(N)=O)c(C)cc2Cl)C1 (stereo not given)	-1	-2	7	1	-1	0	-5	0.3	-1	-4
CN1C(C(=O)Nc2ccc(OC(F)(F)F)cc2)=CC(c2cccs2)=NS1(=O)=O	2	-5	-1	-42	3	12	-37	-0.6	-25	7
O=C(COC(=O)c1ccc(O)cc1)NC1CCCC1	-2	1	4	-1	2	6	-3	0.6	6	-1
O=C(NCc1cccs1)C1CCCN(S(=O)(=O)c2cccc3ccccc23)C1 (stereo not given)	3	-2	-3	-10	5	.	2	.	.	2
O=C(CSc1cn[nH]n1)Nc1ccccc1C(F)(F)F	4	2	10	-6	-3	9	5	0.0	0	1
O=C(Nc1nnc(-c2ccc(Cl)cc2)o1)Nc1ccccc1Cl	1	-2	-5	3	4	-6	-2	-4.0	-1	2
CC1(C)NC(C)(C)/C(=C\c2cccs2)C(=O)C1=O	-3	5	2	8	-3	-2	-1	-2.5	-2	-2
O=C1c2ccccc2C(O)N1Cc1ccc2c(c1)OCO2 (stereo not given)	-3	4	6	-7	-5	-2	14	1.2	4	1
Cn1c(=O)c2c3c(sc2n2cnnc12)CCC3	2	-1	-3	7	-1	-6	4	-1.1	7	-1
CCCC1(C2CCCC2)NC(=O)NC1=O (stereo not given)	3	0	-16	-9	10	-9	2	-0.9	-3	3
COc1ccc(NC(=O)CSc2nnc(-c3ccncc3)o2)c([N+](=O)[O-])c1	-2	1	3	8	1	2	-2	0.9	3	-3
COc1ccc(-c2cc(-c3cccs3)nc(OC)c2C#N)cc1OC	-2	-3	0	-7	0	11	-8	0.0	-5	4
O=C(CNC(=O)c1cccc(F)c1)N/N=C/c1cc(Br)ccc1OC(=O)/C=C/c1ccco1	4	-3	0	-2	-2	8	-6	-1.2	7	4
COc1ccc(NC(=O)CCNC(=O)C2CCN(S(=O)(=O)c3ccccc3)CC2)cc1OC	-3	3	1	-1	-4	-3	-6	-0.4	6	0
COCC(C)NC(=O)CSc1nc2ccccc2n1CCc1ccccc1 (stereo not given)	-6	4	-6	-10	0	-7	-12	0.4	-2	-8
CCN1C2=NCCCN2c2ccccc21	2	1	3	3	2	9	-3	0.7	-2	3
Cn1c(=O)c2cc(NC(=S)NC3CCCCC3)ccc2n1Cc1ccc(F)cc1	-1	-1	-4	7	-6	2	10	-1.4	.	2
O=C(COC(=O)c1ccc(F)c(S(=O)(=O)N2CCOCC2)c1)c1ccc(Cl)cc1	2	3	2	0	0	-1	-3	-1.4	9	1
CC(C)(C)c1cc(OC(=O)c2ccccc2F)ccc1O	-5	-2	2	-20	-2	-1	-2	-1.2	-13	-1

# Following part
structure	LEDGF integ inh	PRMT1 FP inh	TDP2 inh	mABHD4 FP	NR1D1 modulator	TCR-CD3 inh	SIAE primary	PG9 binder	HTRA1 inh	rCAG RNA binder
Cc1cccc(C)c1NC(=O)C(c1ccccc1F)n1c(=O)c(-c2ccccc2)nc2ccccc21 (stereo not given)	-2	-1	5	-40	1	-8	-25	-0.4	.	7
S=C(Nc1ccccc1)Nc1nc2ccccc2n1CCOc1ccccc1	3	-9	4	13	2	-1	-5	0.8	23	8
CC(C)Cn1c(-c2cccs2)nc2ccccc21	2	2	7	4	-4	-5	3	0.6	-2	-5
CCOc1ccc(NC(=O)c2ccc(NC(=O)COC(=O)Cc3ccc(OC)cc3)cc2)cc1	-3	-1	13	0	-3	-6	-9	-2.4	2	6
Cc1[nH]oc(=O)c1N=Nc1c(Cl)cccc1Cl	-5	4	-7	-6	1	-1	3	3.9	0	3
CCOc1ccc(-c2n[nH]c(C)c2Oc2ccccc2OC)c(O)c1	-1	2	-30	-47	4	10	-4	-2.5	-7	7
COc1ccccc1-c1ccc2c(c1)C(C)(Cc1ccc(Cl)cc1)C(=O)N2 (stereo not given)	1	0	5	-2	-5	5	2	-0.9	.	3
C=CCn1c(C)cc(C(=O)CSc2ccc(NC(C)=O)cc2)c1C	-1	1	3	6	-2	0	-3	-2.1	-2	-4
CNC(=O)C[C@@H]1C(=O)N(C2CCCCC2)CC1(C)C	4	-2	6	2	-1	10	-2	0.1	-3	3
COc1cc(C(=O)N[C@@H](C)C(=O)N2CCC3(CC2)NCCc2[nH]cnc23)cc(OC)c1OC	1	1	-5	-3	2	-3	-4	-1.6	1	-2

# Assay outcomes from PubChem.

# This is a subset, so the mix of outcomes need not match the whole.
